C-LANA FP = blocks KSHV LANA C-terminal domain binding to DNA | inhibition, % at 9 µM | AID 504423 | hit rate 0.078% among 340,000 | MBP-C-LANA/FAM-LBS DNA binding, fluorescence polarization;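 active means highest replicate inhibition at or above 60% at 9 µM, even if other replicates fall short; inactive means all replicates below 60% inhibition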;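 further: 0% = neutral control wells and 100% = 4 µM acridine orange control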
Keap1-Nrf2 PPI = inhibitors of human Keap1-Nrf2 protein-protein interaction | Q14145 | inhibition, % at 9.4 µM | Keap1 Kelch-Nrf2 peptide fluorescence polarization, 1536-well | hit rate 0.15% among 340,000; in the data active means inhibition above about 12%;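 further: human Keap1 Kelch domain with fluorescein labeled Nrf2 9mer peptide probe; 0% = neutral control wells and 100% = peptide positive control; higher means more block of Keap1 binding to Nrf2 peptide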
SR-BI uptake up = enhances SR-BI lipid uptake from DiI-HDL; CHO ldlA[mSR-BI] cells, DiI-HDL uptake fluorescence, 3 h; 100 = double the neutral-control signal; activation, % at 12.5 µM; hit rate 0.096% among 320,000; AID 504775;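 active means mean replicate activation of at least 60% and every replicate at or above 60%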;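 further: 0% = median plate neutral-control signal and 100% = twice that signal; values of inactives mirror those of a sister screen read the other way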
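material = CHO ldlA[mSR-BI] cells | medium = Ham's F12 with 0.5% BSA, HEPES 25 mM, pH 7.4 | reagent = fluorescent DiI-HDL, 10 µg/mL final | compound dosing = single-point compound dose | incubation = 3 h, 37 °C | measured by = bottom-read fluorescence, 550/595 nm | measure = HDL uptake via cellular fluorescence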
PKA-R2B act = activates the human PKA-R2B holoenzyme complex; P22694+P31323; AID 504700; hit rate 0.079% among 340,000; PKA-R2B holoenzyme dissociation, Cy5-IP20 fluorescence polarization; R2B truncated from residue 108, S112A mutant; 0% DMSO only, 100% 113 µM cGMP; activation, % at 11.4 µM;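 active means activation above a cutoff set at the mean over all compounds plus 3 SD, cut at about 18% in these data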;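 further: higher means more holoenzyme dissociation and a rise in polarization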
DAGLB inhibitor = blocks human DAGLB lipase activity; hit rate 0.059% among 340,000; HEK293T DAGLB membrane lysate, EnzChek fluorogenic substrate; AID 504411; inhibition, % at 5.17 µM; in the data active means inhibition above about 34%;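 further: 0% = enzyme with vehicle and 100% = wells lacking enzyme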
Target sequence (Q8NCG7 whole entry, looked up): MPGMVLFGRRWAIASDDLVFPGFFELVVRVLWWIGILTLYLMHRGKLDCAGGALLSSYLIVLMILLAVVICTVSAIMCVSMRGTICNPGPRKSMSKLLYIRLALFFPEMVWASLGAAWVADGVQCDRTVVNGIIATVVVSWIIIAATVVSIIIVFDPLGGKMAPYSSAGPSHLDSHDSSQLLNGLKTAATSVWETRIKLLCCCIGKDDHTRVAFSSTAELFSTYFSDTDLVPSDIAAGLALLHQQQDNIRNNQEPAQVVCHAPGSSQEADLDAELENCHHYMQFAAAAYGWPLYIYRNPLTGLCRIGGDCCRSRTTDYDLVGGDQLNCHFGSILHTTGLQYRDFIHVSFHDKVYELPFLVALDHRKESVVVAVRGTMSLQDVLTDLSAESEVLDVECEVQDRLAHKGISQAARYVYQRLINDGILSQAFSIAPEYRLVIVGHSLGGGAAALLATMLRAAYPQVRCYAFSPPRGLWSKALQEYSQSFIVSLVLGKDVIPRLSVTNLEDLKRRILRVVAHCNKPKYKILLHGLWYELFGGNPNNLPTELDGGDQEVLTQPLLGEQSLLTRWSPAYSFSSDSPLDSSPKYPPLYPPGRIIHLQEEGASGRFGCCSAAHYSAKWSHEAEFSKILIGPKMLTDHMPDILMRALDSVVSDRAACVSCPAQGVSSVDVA
CAL PDZ FP-1 = blocks peptide binding to the human CAL PDZ domain | Q9HD26 | purified CAL PDZ, TMR-peptide fluorescence polarization, 1 h | inhibition, % at 24.9 µM | hit rate 0.92% among 300,000 | AID 602252;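 active means mean inhibition of at least 30% with at least half of replicates also reaching 30%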;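 further: 0% = DMSO neutral control and 100% = excess unlabeled competitor peptide PRC23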
CAL PDZ FP-2 = human CAL PDZ-peptide interaction inhibition | hit rate 0.02% among 330,000 | purified CAL PDZ, TMR-peptide fluorescence polarization, 1 h | Q9HD26 | inhibition, % at 20 µM | AID 504414;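 active means highest replicate inhibition of at least 40%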;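 further: plate controls were DMSO neutral control wells for no effect and unlabeled competitor peptide control wells for full effect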
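Test system: tagged CAL PDZ domain / Buffer or medium: sodium phosphate/NaCl buffer pH 7.4 with TCEP, IgG, Thesit / Reagent: TMR-labelled reporter peptide T*-PRC34 bound in PDZ groove / Compound dosing: single point, 20 µM / Schedule: 1 h incubation at room temperature before polarization reading / Technique: fluorescence polarization (mP) / Benchmarks: unlabelled peptide, DMSO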
Rtt109 Vps75 = inhibitors of Candida albicans Rtt109/Vps75 histone acetyltransferase. inhibition, % at 34.9 µM. Q5AAJ8. hit rate 0.16% among 330,000. purified Rtt109/Vps75, ThioGlo CoA-SH fluorescence, 4 h. AID 540336;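 active means inhibition of at least 50% in every replicate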
Target sequence (Q5AAJ8 whole entry, looked up): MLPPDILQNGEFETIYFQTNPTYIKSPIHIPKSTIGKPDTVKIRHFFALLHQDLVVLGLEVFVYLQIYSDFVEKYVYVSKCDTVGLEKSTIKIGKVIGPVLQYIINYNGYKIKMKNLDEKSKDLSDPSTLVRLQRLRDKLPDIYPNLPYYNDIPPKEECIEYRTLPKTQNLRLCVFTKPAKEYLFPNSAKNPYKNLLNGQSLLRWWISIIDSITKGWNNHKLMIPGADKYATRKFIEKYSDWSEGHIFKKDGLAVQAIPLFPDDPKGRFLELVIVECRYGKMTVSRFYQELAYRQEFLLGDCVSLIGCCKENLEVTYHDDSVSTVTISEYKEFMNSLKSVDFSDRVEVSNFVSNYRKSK
RTF Ca sens act = increases calcium sensitivity of human cardiac regulated thin filaments; hit rate 0.24% among 340,000; AID 493008; activation, % at 7.2 µM; IANBD-labeled TnC RTF fluorescence at EC20 calcium; 0% EC20 calcium, 100% full calcium;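 active means activation above the mean over all tested compounds plus 3 SD, cut at about 30% in these data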;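 further: rise in fluorescence read as greater calcium sensitivity of cardiac thin filaments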
Cardiac RTF inh = cardiac RTF calcium desensitization; IANBD-labeled cardiac RTF, Ca2+ fluorescence; inhibition, % at 7.15 µM; hit rate 0.12% among 340,000; AID 493244;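 active means inhibition above the mean inhibition of all tested compounds plus 3 SD, cut at about 17% in these data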;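 further: assay run at fixed EC70 calcium of 1.6 mM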
The depositor's hits bear a star; . = no result given.

nr	molecule	C-LANA FP	Keap1-Nrf2 PPI	SR-BI uptake up	PKA-R2B act	DAGLB inhibitor	CAL PDZ FP-1	CAL PDZ FP-2	Rtt109 Vps75	RTF Ca sens act	Cardiac RTF inh
1	O=C(N/N=C/c1ccccc1OCc1ccccc1)c1cccs1	-2.6	0	-76	-10	-2	-4	-1.1	4	5	0
2	O=C(C1CC1)N1CCN=C1SCc1cccc(C(F)(F)F)c1	1.0	3	2	-7	-3	0	-2.0	-12	1	4
3	CC(=C1C(=O)c2ccccc2C1=O)N1CCN(C/C=C/c2ccccc2)CC1	0.8	-5	13	-1	2	-6	-1.7	12	1	-1
4	COc1cccc(OC)c1OCCOCCn1cnc2ccccc2c1=O	-0.4	1	13	-2	-4	-36	-2.9	-21	4	-2
5	CCOC(=O)C1CCN(S(=O)(=O)c2ccc(NC(=O)OC)cc2)CC1	1.3	-3	6	-8	1	.	-0.8	-1	14	1
6	CCC1(c2ccccc2)NC(=O)N(CC(=O)c2ccc3c(c2)OCO3)C1=O (stereo not given)	-0.2	-2	13	3	0	-2	-2.3	4	-5	-5
7	CCCn1nc(Oc2nc(NC(C)C)nc(N(C)C)n2)ccc1=O	1.3	-7	34	5	-2	2	-1.0	3	0	-1
8	COCCn1c(NC(=S)NC(=O)C2CC2)cc(=O)[nH]c1=O	0.0	-7	25	4	1	-7	0.8	-1	6	-1
9	CC1CCCC(C)N1C(=O)COC(=O)C12CC3CC(CC(Cl)(C3)C1)C2 (stereo not given)	-0.5	3	17	6	-2	.	-0.3	-5	7	-7
10	COC(=O)c1ccccc1NC(=S)N1CCN(c2ccccn2)CC1	-0.3	1	.	1	-6	-1	-1.8	2	-4	-1
11	N#Cc1c(NC(=O)CSc2ncn(-c3ccccc3)n2)sc2c1CCCC2	0.7	-4	21	-2	-8	0	-1.2	-1	0	-3
12	Cc1cc(C)cc(NC(=O)C(=O)NCC2CCCN2S(=O)(=O)c2cccs2)c1 (stereo not given)	-2.9	0	-15	-10	-2	1	-2.8	13	-8	-4
13	CCOC(=O)C1CCCN(C(=O)Nc2cccc(Cl)c2)C1 (stereo not given)	-0.5	1	22	-8	2	-1	-3.4	-6	0	-10
14	COc1ccc(NCc2nnc(SCc3ccccc3)n2-c2ccc(OC)cc2)cc1	-0.1	0	7	18	2	-1	-1.4	7	1	-7
15	CSc1nc2ccccc2s1	1.0	-3	16	7	-6	1	1.3	8	-2	2
16	CCOC(=O)c1c(C)[nH]c(C(=O)CN2C(=O)NC(C)(CC(C)C)C2=O)c1C (stereo not given)	-0.4	-1	-50	-10	0	-7	-2.4	2	3	-5
17	COc1ccccc1-n1c(SCC(=O)Nc2ccccc2F)nc2[nH]ncc2c1=O	-0.4	-2	-11	5	-1	0	0.1	3	-5	1
18	O=C(Cc1cccs1)NNC(=S)NCc1ccc(Cl)cc1	0.1	-2	-4	-5	3	-3	-0.5	6	4	-1
19	CCCCn1c(SC(C)C(=O)c2ccc(OC)cc2)nc2cc(S(N)(=O)=O)ccc21 (stereo not given)	1.9	-2	-24	-12	-5	-2	-3.9	13	10	0
20	CCOc1ccc2ncc(C(=O)c3ccc(OC)cc3)c(N3CCN(CC)CC3)c2c1	-1.4	3	-42	-7	-2	.	-1.1	7	20	-9
21	COc1ccccc1NC(=O)Cc1nnc(SCC(=O)Nc2ccccc2F)n1C	1.4	2	9	9	2	.	-1.1	-2	3	11
22	CN(C)c1ccc(/C=N/NC(=O)c2ccc(Cn3cc(Br)cn3)o2)cc1	1.4	-7	7	-9	0	6	-1.2	3	-2	-2
23	CCN(CC)CCNc1nc(-c2ccc(OC(F)F)cc2)c(C)s1	2.1	3	4	10	2	-2	-6.1	30	1	-9
24	COC(=O)c1ccccc1NC(=O)c1ccc(COc2cccc3ccccc23)o1	0.7	-11	3	2	-11	-4	0.4	0	5	-4

Single records (already shown).
Record of CCCCn1c(SC(C)C(=O)c2ccc(OC)cc2)nc2cc(S(N)(=O)=O)ccc21 (stereo not given) → C-LANA FP: 1.9; Keap1-Nrf2 PPI: -2; SR-BI uptake up: -24; PKA-R2B act: -12; DAGLB inhibitor: -5; CAL PDZ FP-1: -2; CAL PDZ FP-2: -3.9; Rtt109 Vps75: 13; RTF Ca sens act: 10; Cardiac RTF inh: 0
Record of COc1ccc(NCc2nnc(SCc3ccccc3)n2-c2ccc(OC)cc2)cc1 → C-LANA FP: -0.1; Keap1-Nrf2 PPI: 0; SR-BI uptake up: 7; PKA-R2B act: 18; DAGLB inhibitor: 2; CAL PDZ FP-1: -1; CAL PDZ FP-2: -1.4; Rtt109 Vps75: 7; RTF Ca sens act: 1; Cardiac RTF inh: -7

(continued)
nr	molecule	C-LANA FP	Keap1-Nrf2 PPI	SR-BI uptake up	PKA-R2B act	DAGLB inhibitor	CAL PDZ FP-1	CAL PDZ FP-2	Rtt109 Vps75	RTF Ca sens act	Cardiac RTF inh
25	CC(=O)Nc1ccc(Sc2ccccc2C(=O)O)cn1	-1.0	-2	30	-5	-3	-6	-0.9	-13	-2	2
26	CCOC(=O)c1c(NC(=O)C2C3C=CC(C3)C2C(=O)O)sc2c1CCCC2 (stereo not given)	-2.2	-5	9	1	7	2	-0.1	22	8	2
27	CCCCOCP(=O)(CCCC)COCCCC	1.0	-3	5	1	-3	-2	0.4	16	-3	-7
28	CCN(CC)CCCN1C(=O)c2oc3ccccc3c(=O)c2C1c1cccc(OC)c1OC (stereo not given)	-1.5	-1	34	8	-1	-1	-2.4	-21	4	-4
29	COc1ccccc1C(=O)Nc1ccc2c(c1)nc(CCNC(=O)c1ccccc1)n2C	2.1	-1	-68	.	.	.	-1.2	27	.	.
30	COc1ccc(NC(=O)/C(C#N)=C\c2cc(C)n(-c3ccc(Oc4ccc([N+](=O)[O-])cn4)cc3)c2C)cc1	1.1	-3	-75	-5	0	-4	0.9	-2	-4	1
31	CC(=O)c1cccc(N(CC(=O)Nc2cc(C)cc(C)c2)S(C)(=O)=O)c1	-0.7	-3	2	-10	-4	0	0.3	7	2	2
32	COc1ccc(C2CC(c3ccc([N+](=O)[O-])cc3)=NN2C(=O)c2ccccc2)cc1OC (stereo not given)	0.5	-7	2	-12	2	-4	-2.4	2	3	0
33	O=c1[nH]c(/C=C/c2ccc([N+](=O)[O-])cc2)c([N+](=O)[O-])c(=O)[nH]1	2.1	-5	-6	-9	9	-2	-1.0	-3	-2	3
34	O=C(NCc1ccco1)c1ccccc1NS(=O)(=O)c1cccs1	0.2	1	5	-8	0	-13	0.7	0	-5	-4
35	CCCn1c(CN2CCN(C(=O)OCC)CC2)nc2cc(NC(=O)C(C)C)ccc21	-0.3	1	25	-5	-1	-4	-0.1	2	4	-3
36	CC(=O)C1=C(O)C(=O)N(c2cccc(C(=O)O)c2)C1c1ccc(F)cc1 (stereo not given)	0.4	-1	2	-5	0	-3	-3.3	18	4	2
37	C[C@]12c3[nH]c4cc(-c5ccco5)ccc4c3CCN1C(=O)[C@@H](CC(=O)NCCC1=CCCCC1)C[C@@H]2C(=O)N1CCCCC1	0.8	-7	-14	-3	3	48*	0.4	7	0	-5
38	CN1C(=O)C2(OCCCO2)c2cc(Cl)ccc21	0.2	-5	-1	9	-4	-3	.	-5	-3	2
39	CC(C)c1ccccc1-n1c(SCC(=O)N2CCN(c3ccccc3)CC2)nnc1-c1cccnc1	-1.0	0	.	2	1	1	-0.2	10	4	2
40	CCC(O)CNc1nc(-n2nc(C)cc2C)nc2sc3c(c12)CC(C)(C)OC3 (stereo not given)	-0.5	-6	17	5	-1	.	0.5	-6	3	-5
41	C/C(=N\NC(=O)c1cc(-c2cccs2)nc2ccccc12)c1ccccn1	-0.6	-4	-32	-6	3	-1	-0.4	-3	4	-7
42	COCCCn1c(SCC(=O)NC2CCS(=O)(=O)C2)nnc1-c1ccc(Cl)cc1 (stereo not given)	-0.1	4	8	-7	-2	-2	-1.5	-5	6	0
43	O=c1c2ccccc2nc2n1CC/C2=C/N1CCN(c2cccc(C(F)(F)F)c2)CC1	9.4	4	6	1	3	-1	1.3	4	13	-4
44	Cc1nn(C)c(C(=O)Nc2ccc(Br)cc2F)c1Br	0.7	-4	-28	-1	-1	-5	-0.2	1	-2	-6
45	CC(=O)C1=C(O)C(=O)N(c2nccs2)C1c1ccccc1F (stereo not given)	-1.2	1	5	5	4	2	0.2	-26	-1	-1
46	COc1ccc2cc(OC)c(C(=O)N3CCOCC3)cc2c1	0.5	-2	-1	6	1	-3	-3.2	-2	-7	-22
47	COc1ccc(NC(=O)c2ccc(NC(=O)CN3CCC(C(N)=O)CC3)cc2)cc1	6.2	2	-9	-8	0	-1	0.4	-6	-3	1
48	COc1ccc(OCC(=O)N2CCN(C(=O)c3ccc(F)cc3)CC2)cc1	-0.7	-3	-12	-7	-1	4	-2.8	5	1	1
49	CC(C)c1nc(SCC(=O)Nc2ccc3c(c2)OCCO3)c2c(=O)n(C)c(=O)n(C)c2n1	1.1	-2	5	-8	1	.	-1.4	-5	6	-3
50	Cc1c(-c2cccc(NC(=O)c3ccco3)c2)nc2ncccn12	2.5	-8	-9	3	0	-7	10	-2	5	-22
51	O=C(COc1ccc(Cl)cc1Cl)N(C1CCCCC1)C1CCS(=O)(=O)C1 (stereo not given)	0.6	-6	-4	-1	0	-4	-0.3	8	-2	-5
52	Cc1ccccc1-n1nc2c(c1NC(=O)c1cccs1)CS(=O)(=O)C2	-0.1	0	22	9	1	1	0.6	1	1	2
53	Cc1ccc2c(c1)nnn2C1CCN(CC(=O)NCc2ccccc2F)CC1	-1.2	-1	.	3	3	-3	-1.7	2	-1	-9
54	COc1cccc(NC(=O)CN2C(=O)c3cccnc3Oc3ccc(Cl)cc32)c1	-0.6	-8	-17	-9	-2	.	-1.4	1	4	-5
55	CC1=C(C(=O)OC2CCCCC2)C(c2ccc(C)o2)C2=C(CC(C)(C)CC2=O)N1 (stereo not given)	1.4	-3	-16	-3	-1	5	-1.8	1	8	-8
56	CCOC(=O)CSc1cc(CSc2ccccc2)nc(-c2ccccc2)n1	1.6	2	43	-2	-12	-1	0.1	-5	2	0
57	Cc1noc(C)c1C(=O)Nc1nc2ccc(Cl)cc2s1	-2.6	-2	-15	-5	-3	0	-2.1	3	0	9
58	CCOC(=O)c1cc(-c2cc(OC)c(OC)c(OC)c2)nc2c1c(=O)[nH]c(=O)n2Cc1ccccc1	0.4	1	-1	-6	1	-2	-3.3	-15	6	-6
59	CC(C)(C)CN1CCN(CCCc2ccccc2)C(CCO)C1 (stereo not given)	0.9	-2	14	-8	-2	-2	-0.3	-2	-1	2
60	COc1ccc(Br)c(/C=N/NC(=O)COc2ccc(-c3ccccc3)cc2)c1	-2.3	-3	6	0	-4	-4	-1.5	-7	2	5
61	Cc1ccc(C(=O)C(C)OC(=O)C2CCN(c3ccc(C(F)(F)F)cn3)CC2)cc1C (stereo not given)	-0.5	0	-42	-8	-11	-2	-2.1	1	-4	3
